Source: PubChem
NPC1 prom act = activates the NPC1 promoter | Huh7 NPC1 promoter luciferase reporter, 24 h | Potency, µM (series often up to 9.22 µM), without a hit: at the highest dose activation, usual class: activators | hit rate 2.4% among 320,000 | AID 485313;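 note: % of control where 0% means no effect; nearly all actives have a fitted effect of over 60% in size; reporter is driven by a mutant NPC1 promoter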
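In 1536-well qHTS, Huh7 cells harboring an NPC1 promoter–luciferase construct received compound for 24 h; activation was quantified by luminescence following luciferase reagent addition.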
p53 reactivator = restores transcriptional activity of mutant p53 | H1299 p53-A138V BP100-luciferase reporter, luminescence, 24 h | Potency, µM (doses to about 92.2 µM), inactives show top-dose activity change, positive = activation, actives largely listed as activators | hit rate 0.063% among 320,000; note: % of control where 0% means no effect; nearly all actives have a fitted effect of over 45% in size
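p53-null H1299 cells stably carrying temperature-sensitive p53-A138V and a BP100-luciferase reporter were pinned with compounds (4-point, 1:5 series) and held 24 hrs at 37 deg C. Luminescence was read 10 min after detection reagent.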
uPA generation = inhibitors of cell surface uPA generation | AID 540303 | cell surface uPA generation assay, qHTS | hit rate 0.31% among 330,000 | Potency, µM (highest dose often 38.3 µM), without a hit: at the top dose activity change, negative = inhibition, most hits filed as inhibitors; active = well fitted inhibition curve with a large enough effect; inconclusive = small, poorly fitted or top-dose-only effect; inactive = no such curve, though single readings can be large or run the other way; tested in mouse RAW 264.7 cells; note: % is set by controls: 0 for no effect and ±100 for the full control effect; nearly all actives have a fitted effect of over 55% in size
FLuc counter = inhibits or activates purified firefly luciferase, miR-21 counter-screen; P08659; AID 588342; hit rate 6.9% among 360,000; Potency, µM (top dose mostly 57.5 µM), without a hit: at the highest dose activity change, negative = inhibition, hits mostly inhibitors; purified FLuc, Km substrates, luminescence inhibition;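 note: plate controls were vehicle for no effect and reference inhibitor for full effect; nearly all actives have a fitted effect of over 55% in size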
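Biochemical qHTS of compounds, final roughly 60 µM downward over six points, against 10 nM purified firefly luciferase using Km concentrations of substrates (10 uM D-luciferin, 10 uM ATP) in Tris acetate pH 7.5 buffer; luminescence output.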
RORg inh = ROR gamma (mouse) transcription inhibition; P51450; Drosophila S2 Gal4-RORgamma UAS-luciferase reporter, 20 h; Potency, µM (series often up to 53.6 µM), for inactives: at the highest dose activity change, negative = inhibition, most hits filed as inhibitors; hit rate 5.4% among 310,000; AID 2551; note: % is set by controls: 0 for no effect and ±100 for the full control effect; nearly all actives have a fitted effect of over 60% in size
Target sequence (P51450 whole entry, looked up, the tested form may be a part): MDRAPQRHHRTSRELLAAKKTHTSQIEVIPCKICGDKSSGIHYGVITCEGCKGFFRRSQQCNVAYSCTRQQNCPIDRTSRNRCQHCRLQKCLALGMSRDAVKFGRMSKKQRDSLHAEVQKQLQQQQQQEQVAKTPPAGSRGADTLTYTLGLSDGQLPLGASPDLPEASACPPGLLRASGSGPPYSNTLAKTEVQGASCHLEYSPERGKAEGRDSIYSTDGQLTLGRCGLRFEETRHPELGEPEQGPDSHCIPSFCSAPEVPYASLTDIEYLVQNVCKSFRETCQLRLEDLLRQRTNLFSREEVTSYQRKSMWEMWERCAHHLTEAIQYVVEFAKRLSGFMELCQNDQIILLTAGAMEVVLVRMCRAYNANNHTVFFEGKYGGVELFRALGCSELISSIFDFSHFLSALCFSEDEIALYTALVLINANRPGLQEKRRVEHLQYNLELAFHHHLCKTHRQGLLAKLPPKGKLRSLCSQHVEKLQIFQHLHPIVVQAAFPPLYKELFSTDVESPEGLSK
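Read-out: Photinus luciferase luminescence; inhibitors lower reporter signal. Insect Schneider cells with Gal4-ROR gamma fusion under metallothionein promoter, UAS reporter; 700 uM final copper sulfate induction, 20 hr, ambient temperature.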
VP16 counter = counter-screen for ROR gamma inhibitors: Gal4-VP16 reporter; Drosophila S2 Gal4-VP16 UAS-luciferase, luminescence, 20 h; Potency, µM (doses to about 53.6 µM), without a hit: at the highest dose activity, negative = inhibition, usual class: inhibitors; hit rate 3.5% among 310,000; AID 2546;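 note: Gal4-VP16 expression switched on by copper sulfate through the metallothionein promoter; % is set by controls: 0 for no effect and ±100 for the full control effect; nearly all actives have a fitted effect of over 50% in size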
MBNL1 CUG block = inhibitors of human MBNL1 binding to CUG repeat RNA; TR-FRET MBNL1-His/biotin-(CUG)12 binding, 665/545 ratio; Potency, µM (series often up to 57.5 µM), without a hit: top-dose activity change, negative = inhibition, most hits filed as inhibitors; hit rate 0.036% among 280,000; active = well fitted inhibition curve with a large enough effect in the signal ratio, with a control signal flat, not every such curve was filed as active; inconclusive = small, poorly fitted or top-dose-only effect, or effect the other way, or a change in a side signal; inactive = no such curve, though single readings can be large or run the other way; the % refers to the signal ratio; note: % is set by controls: 0 for no effect and ±100 for the full control effect
Target sequence (Q9NR56 whole entry, looked up): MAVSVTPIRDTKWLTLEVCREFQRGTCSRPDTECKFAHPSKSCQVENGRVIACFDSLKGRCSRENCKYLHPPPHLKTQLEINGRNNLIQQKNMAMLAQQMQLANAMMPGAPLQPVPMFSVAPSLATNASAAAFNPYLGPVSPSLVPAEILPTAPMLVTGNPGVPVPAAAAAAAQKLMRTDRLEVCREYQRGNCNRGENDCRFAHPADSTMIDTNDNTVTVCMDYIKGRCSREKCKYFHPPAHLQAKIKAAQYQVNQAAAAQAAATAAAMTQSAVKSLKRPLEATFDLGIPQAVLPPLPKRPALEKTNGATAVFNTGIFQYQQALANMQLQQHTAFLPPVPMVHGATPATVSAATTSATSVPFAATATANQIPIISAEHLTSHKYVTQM
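Compounds (final 92 nM to 58 uM) are added to His-tagged MBNL1 and biotin-(CUG)12, then terbium anti-His antibody and streptavidin-XL665 (5 nM final). After 60 min at room temperature, the 665/545 nm ratio is read.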
ELG1 genotoxic = genotoxicity induction in ELG1-luciferase HEK293T cells | HEK293T ELG1-luciferase reporter, luminescence, 16 h | Potency, µM (top dose mostly 46 µM), for the others: at the highest dose activity change, positive = activation, actives largely listed as activators | hit rate 1.3% among 330,000; note: % of control where 0% means no effect; nearly all actives have a fitted effect of over 60% in size
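Genotoxicity was scored as increased ELG1-luciferase reporter signal, measured by ONE-Glo luminescence (30 min, room temperature). Compound or vehicle exposure of the HEK293T reporter cells lasted 16 hr at 37°C.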
Rab9 prom act = activators of Rab9 promoter; Huh7 Rab9 promoter-luciferase reporter, luminescence, 24 h; Potency, µM (highest dose often 9.22 µM), without a hit: at the top dose activation, negative = inhibition, actives largely listed as activators; hit rate 2.8% among 320,000; AID 485297; note: % of control where 0% means no effect; nearly all actives have a fitted effect of over 60% in size
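Huh7 cells stably carrying a Rab9 promoter-luciferase reporter, 1500 cells per well in OP-MEM I with 10% FBS, treated with compound 24 hours at 37C. Luciferase activity read by luminescence after 10 minutes with Amplite reagent.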
BRCA1 expr up = BRCA1 expression activation. AID 624202. Potency, µM (top dose mostly 46.1 µM), inactives show top-dose activation, usual class: activators. MCF7-BRCA1-FFLuc reporter, luminescence, 48 h; response scale: scaled: vehicle 0%, 10 µM genistein 100%. hit rate 1.1% among 380,000; note: nearly all actives have a fitted effect of over 80% in size; some results filed as inactive show a strong effect at the top dose
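Luminescence from a BRCA1-driven firefly luciferase in MCF7 cells was read after 48 h compound exposure at 37 C. Data normalized against DMSO and a 10microM genistein activation control, then curve-fitted across the titration.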
The depositor's hits bear a star; ? = inconclusive; · = no result given; & = joins results of further samples; [ ] = dose if it differs, or a comment. Unless noted, calls come from the whole dose curve; as a rule, active = well fitted curve in the direction sought with a large enough effect; inconclusive = small, poorly fitted or top-dose-only effect, or another doubt; inactive = no such curve, though single readings can be large; an effect the other way counts as inactive or inconclusive. Potency is the fitted concentration of half-maximal effect.

smiles	NPC1 prom act	p53 reactivator	uPA generation	FLuc counter	RORg inh	VP16 counter	MBNL1 CUG block	ELG1 genotoxic	Rab9 prom act	BRCA1 expr up
O=C(CN1CCN(c2nc(-c3ccccc3)cs2)CC1)NCc1ccc2c(c1)OCO2	0.8%	1.2%	·	-1.7%	-16.8%	4.9%	11.6%	-5.1%	-5.4%	-29.5%
COC(=O)Cc1ccc(Oc2ncc(C(F)(F)F)cc2Cl)cc1	-0.7%	-6.0%	0.7%	-16.6%	-9.5%	5.9%	-11.9%	-7.3%	3.1%	14.7%
COc1ccc(-c2csc(NC3OC(=O)c4c3ccc(OC)c4OC)n2)cc1OC (stereo not drawn)	-23.0%	-9.2%	-10.5%	-6.3%	3.55µM*	7.94µM*	·	6.0%	-3.9%	-55.3%
Cn1nccc1C(=O)Nc1ccc(S(=O)(=O)N2CCCC2)cc1	0.3%	0.3%	5.7%	3.7%	3.2%	-7.7%	5.7%	3.0%	16.6%	-13.7%
CS(=O)(=O)N(Cc1ccccc1)c1ccc(C(=O)Nc2ccccc2C(=O)O)cc1	2.2%	·	-6.0%	1.1%	8.9%	10.4%	-24.2%	-3.5%	4.2%	-7.7%
NC(=O)C1CCCN(C(=S)Nc2cccc3ccccc23)C1 (stereo not drawn)	-3.8%	-3.9%	-7.5%	0.7%	-12.6%	-5.7%	4.6%	1.0%	-6.3%	0.4%
O=Cc1ccc(N2Cc3ccccc3C2)cc1	-3.1%	?	-2.1%	12µM*	-6.7%	?	8.6%	?	10.6%	?
Cc1cc(C)c(S(=O)(=O)n2c([N+](=O)[O-])cnc2C)cc1C	-3.6%	-7.4%	0.6%	-0.2%	8.0%	-5.5%	-18.7%	-2.9%	-0.8%	7.1%
COc1cc(C(=O)NNC(=O)c2ccco2)cc(OC)c1OC	-1.2%	0.2%	2.5%	1.8%	14.4%	0.1%	-1.4%	5.4%	1.6%	-2.8%
CC1OC(Nc2ccc(N=Nc3ccccc3)cc2)C(O)C(O)C1O (stereo not drawn)	17.1%	0.5%	-1.3%	?	43.9%	-10.5%	?	?	?	102.9%
CC(C)OCCCNC(=S)NNC(=O)C(c1ccccc1)c1ccccc1	-2.9%	-1.9%	3.5%	-0.1%	?	1.3%	-11.4%	-2.6%	-2.8%	-25.6%
CC(C)[C@@H](C(=O)N[C@@H](Cc1ccccc1)C(=O)O)N1C(=O)N2CCc3c([nH]c4ccccc34)[C@@]2(C)C1=O	2.0%	9.8%	12.5%	-10.6%	21.3%	-8.3%	10.1%	0.3%	-4.6%	-5.1%

smiles	NPC1 prom act	p53 reactivator	uPA generation	FLuc counter	RORg inh	VP16 counter	MBNL1 CUG block	ELG1 genotoxic	Rab9 prom act	BRCA1 expr up
O=C(CCNS(=O)(=O)c1ccc(Cl)cc1)N1CCCCCC1	-0.2%	-11.7%	5.7%	4.5%	-18.9%	-7.1%	-5.3%	-3.2%	2.6%	-12.6%
CCc1ccc(/C=N/n2c(C)cc(C)c(C#N)c2=O)cc1	-2.5%	9.8%	-7.2%	-10.2%	?	1.4%	-11.3%	5.0%	0.2%	21.6%
CC(=O)c1ccc(NC(=O)CNCc2cccs2)cc1	?	10.4%	13.0%	?	24.9%	1.4%	-2.9%	?	26.8%	?
CC(C)(C)c1ccc(O)c(N=Cc2cc3c(cc2[N+](=O)[O-])OCO3)c1	4.0%	·	-0.6%	-3.2%	?	?	?	-0.5%	11.0%	-20.0%
Cc1ccc(NS(=O)(=O)c2coc(C(N)=O)c2)cc1F	-8.3%	·	-0.5%	-0.2%	15.5%	-0.9%	-2.7%	0.8%	14.5%	8.5%
COc1cccc(C(=O)CSc2nnc(COc3cccc4cccnc34)o2)c1	-40.3%[inhibitor]	-21.2%	1.9%	-11.6%	-5.2%	?	5.2%	-10.9%	-52.8%[inhibitor]	14.3%
CCOc1ccc(NC(=O)c2cc(S(=O)(=O)N3CCOCC3)cs2)cc1	0.1%	-13.9%	-6.2%	-6.6%	2.7%	-1.8%	5.2%	-5.2%	-4.1%	-20.2%
COc1ccc(NC(=O)c2cc(S(=O)(=O)N3CCOCC3)cn2C)cc1Cl	-3.5%	0.6%	-4.9%	-19.0%&-5.4%	29.5%	4.0%	-2.7%	-6.4%	0.7%	-1.3%
NNC(=O)c1csc(CS(=O)(=O)c2ccc(Cl)cc2)n1	0.0%	0.5%	2.6%	-2.1%	8.1%	1.3%	-14.4%	0.0%	-3.6%	0.0%
O=C(CSc1nccc(=O)[nH]1)N1CCc2ccccc2C1	-1.3%	1.3%	1.6%	-2.5%	5.2%	-8.4%	-6.4%	-6.6%	-4.8%	13.9%
Cc1[nH]nc2c1C(c1ccsc1)C1=C(CC(C)(C)CC1=O)N2 (stereo not drawn)	-8.1%	-2.7%	17.6%	4.1%	24.2%	?	-0.5%	-2.2%	1.1%	-23.8%
CC1=C(C(=O)OCc2ccccc2)C(c2ccccc2Cl)NC(=O)N1C (stereo not drawn)	1.2%	-63.9%[inhibitor]	-0.1%	5.1%	11.8%	1.4%	-9.5%	-5.6%	-0.6%	-37.9%

smiles	NPC1 prom act	p53 reactivator	uPA generation	FLuc counter	RORg inh	VP16 counter	MBNL1 CUG block	ELG1 genotoxic	Rab9 prom act	BRCA1 expr up
CCC(C)(C(=O)NC1CCCC1)N(Cc1cccs1)C(=O)c1ccccn1 (stereo not drawn)	-5.1%	-1.0%	-1.2%	0.4%	-0.6%	-2.2%[10 µM]	-12.7%	-11.0%	-7.5%	-7.9%
CCOc1ccc(C(=O)NCC(=O)NNC(=O)c2cc(C)oc2C)cc1OCC	·	3.0%	?	·	·	·	·	1.0%	·	23.2%
O=C(Nc1cccc2cccnc12)c1cccc(Cl)c1	18.6%	·	1.2%	15.1µM*	0.8%	?	-2.4%	?	2.2%	21.5%
Cc1ccc(-n2ncc3c(=O)n(CC(=O)N(C)C)cnc32)cc1C	21.3%	28.5%	0.7%	?	22.7%	1.1%	-11.3%	14.8%	29.6%	56.1%
CN1CCN(CCC(=O)Nc2ccc(C3CCCC3)cc2)CC1	-4.5%	0.0%	-29.8%	-2.8%	14.9%	-13.6%[10 µM]	4.1%	0.5%	-6.5%	-12.5%
Nc1nc(NC(=O)c2ccccc2)nn1-c1ccccc1	23.1%	?	-4.7%	?	-26.7%	3.7%	-7.9%	?	27.5%	?
CCCCc1cc(O)c(CCCC)c(O)c1	?	?	-4.7%	?	-4.8%	?	1.5%	?	?	33.5%
Cc1cc(Sc2ncnc(N)c2[N+](=O)[O-])ncn1	-39.1%[inhibitor]	-12.4%	·	1.1%	3.55µM*	4.47µM*	?	?	-55.6%[inhibitor]	-83.5%[inhibitor]
COCc1cc(C)nc(SCC(=O)Nc2ccc3c(c2)n(C)c(=O)n3C)c1C#N	-8.2%	-2.8%	2.7%	-0.1%	5.7%	0.5%	-4.3%	8.9%	1.2%	-29.6%
Cc1ccccc1C(=O)N1CCC(C(=O)NN2C(=O)NC3(CCC(C)CC3)C2=O)CC1 (stereo not drawn)	-1.9%	-5.6%	-7.5%	-1.0%	·	·	·	-0.7%	-5.0%	5.2%
CCN(CC)C(=O)c1ccccc1NC(=O)CN1C(=O)c2ccccc2C1=O	-1.1%	-4.8%	-4.4%	1.7%	6.4%	4.0%	6.3%	-0.4%	-1.0%	4.4%
CC(=O)N1CCC(C(=O)N2CCN(S(=O)(=O)c3cccs3)CC2)CC1	-0.7%	-0.1%	-3.4%	2.2%	-41.4%	-2.1%	-1.3%	0.4%	3.3%	15.3%

smiles	NPC1 prom act	p53 reactivator	uPA generation	FLuc counter	RORg inh	VP16 counter	MBNL1 CUG block	ELG1 genotoxic	Rab9 prom act	BRCA1 expr up
CCC(C)NC(=S)N1CCN(C(c2ccccc2)c2ccccc2)CC1 (stereo not drawn)	-6.5%	11.8%	-5.3%	-2.1%	11.2µM*	?	2.6%	-2.1%	-5.3%	-36.7%
O=C(Nc1nc2ccc(F)cc2s1)c1ccccn1	?	9.1%	-18.3%	0.536µM*	0.708µM*	1.58µM*	35.6%[activator]	?	0.0891µM*	?
O=C(Cc1ccccc1F)Nc1nc2ccccc2[nH]1	10.7%	-4.3%	7.1%	-17.4%	10µM*	?	-1.6%	10.4%	21.8%	70.6%
Nc1[nH]c(N=NC(=O)c2ccc(F)cc2)c2ccccc12	?	?	-3.6%	7.57µM*	3.55µM*	14.1µM*	?	?	3.98µM*	53.1%
O=S1(=O)N=C(Oc2ccccc2)c2ccccc21	6.2%	3.7%	-0.2%	-3.2%	-2.8%	0.1%	-0.6%	-3.5%	4.4%	-0.1%
Cc1cc(-c2n[nH]c(=S)n2/N=C/c2ccco2)n[nH]1	-7.2%	3.9%	13.7%	-1.4%	-0.9%	-4.5%	2.4%	-0.5%	-2.0%	13.6%
Cn1c2c(c3cc([N+](=O)[O-])ccc31)CCCC2	0.3%	?	0.5%	-1.1%	-15.9%	-10.3%	6.0%	-2.0%	-7.0%	-8.6%
